Source: PubChem (National Center for Advancing Translational Sciences (NCATS))
NPSR antagonist – neuropeptide S receptor (human) antagonism, cAMP | Q6W5P4 | CHO-NPSR cells, cAMP TR-FRET, antagonist mode | Potency, µM (highest dose often 38.3 µM), without a hit: at the highest dose activity change, negative = inhibition, usual class: inhibitors | actives 1% (n = 220,000) | AID 1461; also: % is scaled to controls: 0 for no effect and ±100 for the full control effect; nearly all actives have a fitted effect of over 50% in size; many of its hits are not listed in these tables
Target sequence (Q6W5P4 whole entry, looked up): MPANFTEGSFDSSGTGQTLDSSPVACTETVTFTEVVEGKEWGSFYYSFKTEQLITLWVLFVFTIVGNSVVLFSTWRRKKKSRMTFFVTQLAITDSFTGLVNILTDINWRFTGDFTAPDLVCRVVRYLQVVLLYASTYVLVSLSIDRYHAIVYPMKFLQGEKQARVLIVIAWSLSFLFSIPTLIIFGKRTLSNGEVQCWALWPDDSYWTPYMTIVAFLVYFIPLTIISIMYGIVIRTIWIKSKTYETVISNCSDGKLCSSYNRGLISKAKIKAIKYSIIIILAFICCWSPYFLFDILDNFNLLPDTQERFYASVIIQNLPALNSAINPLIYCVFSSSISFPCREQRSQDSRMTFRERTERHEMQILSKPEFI
ALDH1A1 inh – inhibitors of human aldehyde dehydrogenase 1A1. P00352. Potency, µM (titrated, usually from 75.3 µM), inactives show at the highest dose activity, negative = inhibition, actives largely listed as inhibitors. actives 7.3% (n = 220,000). Purified ALDH1A1, NADH fluorescence, propionaldehyde substrate; active = well fitted inhibition curve with a large enough effect, not every such curve was filed as active; inconclusive = small, poorly fitted or top-dose-only effect, or another doubt; inactive = no such curve, though single readings can be large or run the other way;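 also: plate controls were no enzyme wells and a reference inhibitor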
GLA spleen mod – inhibits or activates alpha-galactosidase in human spleen homogenate; P06280; human spleen homogenate, 4MU-alpha-Gal fluorescence, 40 min; Potency, µM (doses to about 80 µM), for inactives: top-dose activity change, negative = inhibition, hits mostly inhibitors; actives 0.008% (n = 240,000); AID 2107;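 also: 0% = enzyme with vehicle and -100% = no enzyme basal signal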
Target sequence (P06280 32-429 limits assumed): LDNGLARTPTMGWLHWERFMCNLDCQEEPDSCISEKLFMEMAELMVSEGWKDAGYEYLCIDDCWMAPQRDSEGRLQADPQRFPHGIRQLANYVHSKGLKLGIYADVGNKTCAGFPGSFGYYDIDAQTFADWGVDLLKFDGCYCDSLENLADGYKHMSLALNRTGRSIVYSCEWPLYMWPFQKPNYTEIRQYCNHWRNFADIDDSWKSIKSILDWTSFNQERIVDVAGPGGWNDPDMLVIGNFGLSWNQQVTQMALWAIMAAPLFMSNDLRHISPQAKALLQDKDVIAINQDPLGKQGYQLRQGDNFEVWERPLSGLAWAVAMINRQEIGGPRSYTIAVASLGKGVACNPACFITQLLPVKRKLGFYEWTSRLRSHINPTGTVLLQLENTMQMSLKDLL
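qHTS titration in buffer at pH 5.0. Alpha-galactosidase activity in spleen homogenate was measured via 4-methylumbelliferone release from 1 mM fluorogenic substrate after 40 min at 37C and a pH 10 stop. AC50 came from Hill fits of control-normalized data.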
Tau fluor counter – counter-screen for tau fibril formation inhibitors. tau K18 P301L Alexa594 fluorescence, heparin fibrillization. Potency, µM (highest dose often 57.7 µM), for inactives: at the highest dose activity change, negative = decrease. actives 0.93% (n = 280,000). AID 1463; also: % is scaled to controls: 0 for no effect and ±100 for the full control effect; nearly all actives have a fitted effect of over 55% in size
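Human tau K18 P301L (15 uM unlabeled, 0.24 uM Alexa 594-labeled) in 100 mM sodium acetate pH 7 with 20 uM heparin, 6 hr at 37 C. ThT 30 uM added, 1 hr ambient; Alexa 594 FP and total fluorescence read at 555/632 nm.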
Epigenetic reg – regulators of epigenetic silencing causing reporter derepression in mouse cells; murine LDR cells, GFP reporter derepression, 30 h; Potency, µM (top dose mostly 53.9 µM), for the others: at the highest dose GFP activation, hits mostly activators; actives 0.2% (n = 280,000); also: % of control where 0% means no effect; nearly all actives have a fitted effect of over 60% in size
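In this reporter-derepression format, murine cells bearing a silenced integrated CMV-GFP locus incubate with test compound (30 h, 37 C), then are washed and imaged; fluorescent objects of 20–120 um count as induced cells.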
aGlu spleen mod – lysosomal alpha-glucosidase (human) modulation | P10253 | Potency, µM (titrated, usually from 79.9 µM), for inactives: at the top dose activity change, negative = inhibition, actives largely listed as inhibitors | actives 0.006% (n = 240,000) | human spleen homogenate, 4-MU-alpha-glucoside fluorescence | AID 2112;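 also: 0% = enzyme with vehicle and -100% = no enzyme basal signal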
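Human spleen homogenate (1 ug) incubated with compounds and 1 mM 4-methylumbelliferyl-alpha-D-glucopyranoside in pH 5.0 citrate/phosphate buffer, 37 C, 40 min. Stopped at pH 10; 4-MU fluorescence (Ex 365/Em 440 nm); AC50 by Hill fit.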
GAA inhib – alpha-glucosidase (human) inhibition; purified human GAA, 4-MU-alpha-glucoside fluorescence; Potency, µM (top dose mostly 76.9 µM), inactives show at the highest dose activity change, negative = inhibition, hits mostly inhibitors; actives 0.005% (n = 200,000);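 also: plate controls were uninhibited enzyme wells for no effect and no-enzyme background for full effect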
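Enzyme (4 nM final) mixed with compound (up to 77 uM), then 4-MU-alpha-D-pyranoside (400 uM final) added; 20 min at room temperature, pH 5.0. Reaction stopped at pH 10, fluorescence read, AC50 derived by Hill fit.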
GAA glycogen mod – alters human alpha-glucosidase cleavage of glycogen; P10253; recombinant GAA, glycogen substrate, Amplex Red glucose oxidase fluorescence; Potency, µM (top dose mostly 76.4 µM), without a hit: at the top dose activity change, negative = inhibition, most hits filed as inhibitors; actives 0.38% (n = 300,000);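 also: 0% = full enzyme reaction and -100% = no-enzyme basal signal; the screen sought inhibitors and activators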
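qHTS, 1536-well; enzyme 4 nM final; cpd up to 77 uM; substrate bovine liver glycogen 30 ug; 50 mM citrate/phosphate pH 5.0, 0.01% Tween-20; 37 C, 40 min; Amplex Red detection 45 min RT; Hill fit → AC50.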
An asterisk follows results filed as active; [ ] = another dose, or the depositor's remark. Unless noted, calls follow the shape of the dose curve; as a rule, active = well fitted curve in the direction sought with a large enough effect; inconclusive = small, poorly fitted or top-dose-only effect, or another doubt; inactive = no such curve, though single readings can be large; an effect the other way counts as inactive or inconclusive. Potency is read from the fitted curve at half-maximal effect. Only part of the results is shown, so the mix of outcomes need not match the whole.

How did Cc1nnc(N(CCC#N)CCC#N)s1 do in these assays?
NPSR antagonist: 14%[46.1 µM]; ALDH1A1 inh: 5%; GLA spleen mod: -3%; Tau fluor counter: 1%; Epigenetic reg: -1.5%; aGlu spleen mod: -4%; GAA inhib: -5%; GAA glycogen mod: 7%

Results for CCOC(=O)C1=NN(C(=O)Cc2ccccc2)C(O)(c2ccc(Cl)cc2)C1 (stereo unspecified) ?
NPSR antagonist: -8%; ALDH1A1 inh: inconclusive; GLA spleen mod: 4%; Tau fluor counter: 5%; Epigenetic reg: 0.7%; aGlu spleen mod: -9%; GAA inhib: -11%; GAA glycogen mod: -5%

What do the screens show for `O=C(Nc1nncs1)C1COc2ccccc2O1` (stereo unspecified)?
NPSR antagonist: -6%[46.1 µM]; ALDH1A1 inh: 3%; GLA spleen mod: 1%; Tau fluor counter: 1%; Epigenetic reg: -1.1%; aGlu spleen mod: -4%; GAA inhib: -3%; GAA glycogen mod: 7%

How did COc1cccc(-c2ccc(C#N)c(SCC(=O)NCCc3ccccc3)n2)c1 do in these assays?
NPSR antagonist: -47%; ALDH1A1 inh: inconclusive; GLA spleen mod: 9%; Tau fluor counter: 0%; Epigenetic reg: -1.0%; aGlu spleen mod: 4%; GAA inhib: -4%; GAA glycogen mod: -1%

Results for CCCCCC(=O)c1cc(CC(C(=O)OC)C(=O)OC)cc2cc(OC)c(OC)cc12 ?
ALDH1A1 inh: inconclusive; GLA spleen mod: 6%[17.5 µM]; Tau fluor counter: -24%[11.6 µM]; Epigenetic reg: 1.1%[10.1 µM]; aGlu spleen mod: 3%[17.4 µM]

How did CCCNC(=O)COc1ncnc2sc(C)c(C)c12 do in these assays?
NPSR antagonist: 5%[46.1 µM]; ALDH1A1 inh: -3%; GLA spleen mod: -14%; Tau fluor counter: -11%; Epigenetic reg: 0.0%; aGlu spleen mod: -6%; GAA inhib: -4%; GAA glycogen mod: 2%

What do the screens show for `CC1=Nn2c(nnc2-c2cc(-c3ccccc3)n[nH]2)SC1`?
NPSR antagonist: -17%[46.1 µM]; ALDH1A1 inh: -7%; GLA spleen mod: -1%; Tau fluor counter: 4%; Epigenetic reg: 2.0%; aGlu spleen mod: 3%; GAA inhib: 2%; GAA glycogen mod: 5%

Results for CN1CCN(c2ccc(S(=O)(=O)Nc3ccccc3)cc2[N+](=O)[O-])CC1 ?
NPSR antagonist: 33%; ALDH1A1 inh: -6%; GLA spleen mod: -4%; Tau fluor counter: -8%; Epigenetic reg: 0.0%; aGlu spleen mod: -7%; GAA inhib: -4%; GAA glycogen mod: 13%

Results for O=C(c1ccccc1)c1c[nH]c(C(=O)NCc2cccnc2)c1 ?
NPSR antagonist: -28%[46.1 µM]; ALDH1A1 inh: -1%; GLA spleen mod: 2%; Tau fluor counter: 0%; Epigenetic reg: -0.4%; aGlu spleen mod: 5%; GAA inhib: -1%; GAA glycogen mod: -13%

Results for CC(C)(C)c1nc2ccccc2c2nnc(SCC(=O)NCc3ccco3)n12 ?
NPSR antagonist: -25%[46.1 µM]; ALDH1A1 inh: 25µM*; GLA spleen mod: -9%; Tau fluor counter: -5%; Epigenetic reg: -1.8%; aGlu spleen mod: -5%; GAA inhib: 6%; GAA glycogen mod: 0%

How did COc1cc(SC)ccc1C(=O)OCC(=O)NC1CCCC1 do in these assays?
NPSR antagonist: -5%; ALDH1A1 inh: -13%; GLA spleen mod: -8%; Tau fluor counter: 2%; Epigenetic reg: 2.2%; aGlu spleen mod: -1%; GAA inhib: 4%; GAA glycogen mod: -4%

How did COCCNCCCCOc1ccc(C)cc1[N+](=O)[O-] do in these assays?
NPSR antagonist: 26%; ALDH1A1 inh: 2.8µM*; GLA spleen mod: 7%; Tau fluor counter: 6%; Epigenetic reg: -3.2%; aGlu spleen mod: -2%; GAA inhib: 8%; GAA glycogen mod: 7%

What do the screens show for `O=c1c(O)c(Br)ccc2c(Br)c(O)c(O)c(O)c12`?
ALDH1A1 inh: 8.9µM*; GLA spleen mod: -1%; Tau fluor counter: inconclusive; Epigenetic reg: -1.1%; aGlu spleen mod: -8%

Results for COC(=O)[C@H](CC(C)C)NC(=O)N1CCN(c2cccc(C(F)(F)F)c2)CC1 ?
NPSR antagonist: -7%[46.1 µM]; ALDH1A1 inh: -9%; GLA spleen mod: 1%; Tau fluor counter: -26%; Epigenetic reg: -1.0%; aGlu spleen mod: -9%; GAA inhib: -3%; GAA glycogen mod: 1%

What do the screens show for `COc1ccccc1CC(=O)Nc1ccc(O)cc1C(=O)O`?
NPSR antagonist: -4%[46.1 µM]; ALDH1A1 inh: inconclusive; GLA spleen mod: 3%; Tau fluor counter: 1%; Epigenetic reg: -1.0%; aGlu spleen mod: -2%; GAA inhib: 1%; GAA glycogen mod: -3%

2 consecutive entries from above, quoted:
How did Cc1nnc(N(CCC#N)CCC#N)s1 do in these assays?
NPSR antagonist: 14%[46.1 µM]; ALDH1A1 inh: 5%; GLA spleen mod: -3%; Tau fluor counter: 1%; Epigenetic reg: -1.5%; aGlu spleen mod: -4%; GAA inhib: -5%; GAA glycogen mod: 7%

Results for CCOC(=O)C1=NN(C(=O)Cc2ccccc2)C(O)(c2ccc(Cl)cc2)C1 (stereo unspecified) ?
NPSR antagonist: -8%; ALDH1A1 inh: inconclusive; GLA spleen mod: 4%; Tau fluor counter: 5%; Epigenetic reg: 0.7%; aGlu spleen mod: -9%; GAA inhib: -11%; GAA glycogen mod: -5%

The results go on:
How did CCOC(=O)c1[nH]c2ccccc2c1NC(=O)CC(C)(C)C do in these assays?
NPSR antagonist: -3%[46.1 µM]; ALDH1A1 inh: inconclusive; GLA spleen mod: -3%; Tau fluor counter: -12%; Epigenetic reg: inconclusive; aGlu spleen mod: 1%; GAA inhib: -3%; GAA glycogen mod: -7%

What do the screens show for `CCOc1cc(C(=O)OCC(=O)c2cc(C)n(CC3CCCO3)c2C)ccc1OCC(=O)N1CCOCC1` (stereo unspecified)?
NPSR antagonist: -12%; ALDH1A1 inh: -7%; GLA spleen mod: 6%; Tau fluor counter: -10%; Epigenetic reg: 0.0%; aGlu spleen mod: -4%; GAA inhib: 3%; GAA glycogen mod: 6%

Results for COc1cc(/C=N/Nc2ccccn2)ccc1O ?
NPSR antagonist: -3%; GLA spleen mod: 0%; Tau fluor counter: -26%; Epigenetic reg: 0.1%; aGlu spleen mod: -4%; GAA glycogen mod: 25µM*

What do the screens show for `O=c1c2c3c(sc2nc2sc(C4CC4)nn12)CCCC3`?
NPSR antagonist: -7%[46.1 µM]; ALDH1A1 inh: -15%; GLA spleen mod: 8%; Tau fluor counter: -1%; Epigenetic reg: 1.8%; aGlu spleen mod: -2%; GAA inhib: 1%; GAA glycogen mod: -9%

How did CSC1=C(C#N)C(c2sccc2C)CC(=O)N1 (stereo unspecified) do in these assays?
NPSR antagonist: -4%; ALDH1A1 inh: 10µM*; GLA spleen mod: 0%; Tau fluor counter: -1%; Epigenetic reg: 0.0%; aGlu spleen mod: -1%; GAA inhib: 12%; GAA glycogen mod: 11%

How did Clc1ccc(CSc2ncccn2)cc1 do in these assays?
NPSR antagonist: -9%[46.1 µM]; ALDH1A1 inh: -6%; GLA spleen mod: 4%; Tau fluor counter: -3%; Epigenetic reg: -2.1%; aGlu spleen mod: -4%; GAA inhib: -10%; GAA glycogen mod: -4%

What do the screens show for `CCC(=O)NCCNc1nc2cc(C)cc(C)c2cc1C#N`?
NPSR antagonist: 14%; ALDH1A1 inh: inconclusive; GLA spleen mod: 8%; Tau fluor counter: 8%; Epigenetic reg: 1.6%; aGlu spleen mod: 2%; GAA inhib: inconclusive; GAA glycogen mod: -7%

Results for NC(=O)C1CCN(C(=O)c2ccco2)CC1 ?
NPSR antagonist: 5%[46.1 µM]; ALDH1A1 inh: -2%; GLA spleen mod: -4%; Tau fluor counter: -1%; Epigenetic reg: 2.8%; aGlu spleen mod: -8%; GAA inhib: -8%; GAA glycogen mod: 0%

How did COc1cccc(Oc2cncnc2-c2ccc(OC)cc2O)c1 do in these assays?
NPSR antagonist: -30%[46.1 µM]; ALDH1A1 inh: -12%; GLA spleen mod: -4%; Tau fluor counter: inconclusive; Epigenetic reg: -0.7%; aGlu spleen mod: -5%; GAA inhib: -10%; GAA glycogen mod: 0%

How did Nc1nc(Sc2c([N+](=O)[O-])cc(C(F)(F)F)cc2[N+](=O)[O-])n[nH]1 do in these assays?
NPSR antagonist: inconclusive; ALDH1A1 inh: -3%; GLA spleen mod: -6%; Tau fluor counter: inconclusive; Epigenetic reg: inconclusive; aGlu spleen mod: -3%; GAA inhib: -6%[15.4 µM]; GAA glycogen mod: 3%

What do the screens show for `CC12CC(NC(=O)N1c1ccc(C(=O)N3CCN(c4ccc(F)cc4)CC3)cc1)c1ccccc1O2` (stereo unspecified)?
NPSR antagonist: -14%[46.1 µM]; ALDH1A1 inh: 7%; GLA spleen mod: 7%; Tau fluor counter: -5%; Epigenetic reg: -1.1%; aGlu spleen mod: 0%; GAA inhib: -1%; GAA glycogen mod: 3%

What do the screens show for `NC(=O)C1CCN(C(=S)c2cccs2)CC1`?
NPSR antagonist: -7%[46.1 µM]; ALDH1A1 inh: -12%; GLA spleen mod: -9%; Tau fluor counter: 1%; Epigenetic reg: 0.0%; aGlu spleen mod: -7%; GAA inhib: inconclusive; GAA glycogen mod: 2%

What do the screens show for `NC(=O)CC(NC(=O)Cc1cccc2ccccc12)c1ccc(N2CCC(Br)CC2)c([N+](=O)[O-])c1` (stereo unspecified)?
NPSR antagonist: -32%; GLA spleen mod: -1%; Tau fluor counter: inconclusive; Epigenetic reg: -2.2%; aGlu spleen mod: 4%; GAA glycogen mod: -2%

How did CCc1cc(C(=O)NNC(=O)CCl)sc1C do in these assays?
NPSR antagonist: 2%; ALDH1A1 inh: inconclusive; GLA spleen mod: 5%; Tau fluor counter: -1%; Epigenetic reg: 2.4%; GAA inhib: -7%; GAA glycogen mod: 1%

What do the screens show for `S=c1[nH]nc(-c2cc(-c3ccccc3)n[nH]2)n1/N=C/c1c2ccccc2cc2ccccc12`?
NPSR antagonist: -27%; GLA spleen mod: 3%; Tau fluor counter: inconclusive; Epigenetic reg: 0.0%; aGlu spleen mod: -2%; GAA glycogen mod: -2%

What do the screens show for `CC1=NN(c2nc3ccccc3[nH]2)C(=O)/C1=C/N(C)C`?
NPSR antagonist: 0%; ALDH1A1 inh: -7%; GLA spleen mod: 1%; Tau fluor counter: -9%; Epigenetic reg: -0.1%; aGlu spleen mod: -20%; GAA inhib: 5%; GAA glycogen mod: 5%
